MsrA inhibitor – inhibits bovine methionine sulfoxide reductase A | inhibition, % at 15.5 µM | purified bovine MsrA, absorbance read-out | actives 0.75% (n = 360,000) | AID 651718; in the data active means inhibition above about 4.5%;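 further: 0% = vehicle wells with enzyme and 100% = reference inhibitor wells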
MsrA act – activates bovine MsrA enzyme. purified bovine MsrA, absorbance read-out. activation, % at 10.6 µM. actives 0.3% (n = 360,000). AID 602163; in the data active means activation above about 7.5%;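 further: 0% = vehicle and 100% = reference activator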
NRP1-CendR mod – alters CendR peptide binding to human NRP-1; O14786; inhibition, % at 25 µM; AID 602438; FAM-RPARPAR peptide binding to NRP-1, fluorescence polarization; actives 0.85% (n = 360,000);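 active means inhibition or corrected inhibition above about 18%, plus a signal ratio from 0.5 to 1.5, limit read from the data, passing the limit was not always enough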; further: strong numbers were not always called active
MLLE-PAM2 inh – inhibitors of microRNA-mediated deadenylation, human PABP1 MLLE binding; P11940; GST-MLLE / FITC-PAM2 fluorescence polarization; inhibition, % at 20 µM; actives 0.36% (n = 360,000); in the data active means inhibition above about 35%, passing the limit was not always enough;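 further: plate controls were DMSO wells with GST-MLLE for no effect and wells lacking GST-MLLE protein for full effect; some results filed as inactive read as strong as hits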
Target sequence (P11940 whole entry, looked up): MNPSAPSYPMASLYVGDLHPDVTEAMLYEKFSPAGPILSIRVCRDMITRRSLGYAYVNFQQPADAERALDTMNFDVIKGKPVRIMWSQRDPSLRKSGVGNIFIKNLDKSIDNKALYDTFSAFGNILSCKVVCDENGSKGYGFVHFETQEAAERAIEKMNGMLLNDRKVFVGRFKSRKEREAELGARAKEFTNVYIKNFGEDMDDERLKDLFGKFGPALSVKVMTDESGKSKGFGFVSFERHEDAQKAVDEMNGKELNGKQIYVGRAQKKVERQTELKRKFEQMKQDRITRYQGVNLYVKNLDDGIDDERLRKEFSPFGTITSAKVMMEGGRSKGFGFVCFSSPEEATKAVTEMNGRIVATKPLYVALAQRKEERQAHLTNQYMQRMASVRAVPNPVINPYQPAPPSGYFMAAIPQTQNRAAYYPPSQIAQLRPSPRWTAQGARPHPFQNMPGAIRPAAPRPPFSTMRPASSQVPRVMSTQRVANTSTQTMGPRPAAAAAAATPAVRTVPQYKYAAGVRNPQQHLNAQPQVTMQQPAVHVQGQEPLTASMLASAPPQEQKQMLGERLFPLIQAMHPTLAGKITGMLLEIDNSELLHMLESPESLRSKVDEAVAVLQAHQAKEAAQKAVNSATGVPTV
TbMetRS inhib – blocks T. brucei methionyl-tRNA synthetase activity. purified T. brucei MetRS, ATP depletion, Kinase-Glo luminescence. inhibition, % at 11.9 µM. actives 0.4% (n = 360,000). AID 624268;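 active means inhibition above a per-plate cutoff of the control wells' mean inhibition plus 3 SD, cut at about 5.5% in these data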;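 further: 0% = DMSO wells median and 100% = median of wells with control inhibitor compound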
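technique = Kinase-Glo luminescence, ATP depletion format | system = purified MetRS (methionyl-tRNA synthetase) enzyme from Trypanosoma brucei | timing = 15 min preincubation, 2 h reaction, all 25 °C | evaluation = percent inhibition versus plate control medians | dosing = single dose, 11.9 µM final nominal, 0.9% final DMSO | also added = substrates ATP, L-methionine and bulk Escherichia coli tRNA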
FAS TE block – blocks the thioesterase domain of human fatty acid synthase | actives 0.67% (n = 360,000) | inhibition, % at 15 µM | recombinant FAS-TE, OMFH fluorogenic substrate, fluorescence endpoint | P49327;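 active means compounds whose normalised, plate-corrected inhibition of enzyme fluorescence in the single-dose primary screen is 50% or more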;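 further: 0% = DMSO with enzyme and 100% = substrate without enzyme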
E coli Lon inh – inhibitors of E. coli Lon protease. inhibition, % at 7.94 µM. purified E. coli Lon protease, fluorescence polarization. actives 0.42% (n = 360,000); in the data active means inhibition above about 13%, passing the limit was not always enough;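 further: 0% = enzyme with probe and DMSO and 100% = no enzyme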
MT1-MMP act inh – blocks activation of human MT1-MMP; P50281; HT1080 RFP-PRO-GFP cells, GFP/RFP ratio fluorescence, overnight; percent of plate control window, DMSO zero; GFP/RFP ratio change, % at 20 µM; actives 0.061% (n = 360,000); AID 651647;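 active means GFP/RFP ratio change of at least 30% with cell ATP level not reduced by more than half and red fluorescence within 50% of control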; further: strong numbers were not always called active
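Assay system: RFP-PRO-GFP reporter HT1080 cells; read-out basis: GFP/RFP fluorescence ratio; benchmarks: DMSO wells and RFP-L50D-GFP cells; doses: 20 µM single dose, 1% DMSO; schedule: overnight cell settling, then overnight compound exposure, 37 °C, 5% CO2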
SKN-1 inh – blocks SKN-1 activity in C. elegans. C. elegans VP596 Pgst-4::GFP/RFP ratio, acrylamide-induced, 24 h. inhibition, % at 21.8 µM. actives 0.49% (n = 360,000). AID 624304;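 active means interference check ratio from 0.5 to 1.5 plus GFP to RFP signal ratio inhibition reaching or exceeding a fixed threshold, cut at about 30% in these data, passing the limit was not always enough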; further: some compounds called inactive have numbers as strong as hits
Active calls of the source: *; . = not tested or not shown.

SMILES	MsrA inhibitor	MsrA act	NRP1-CendR mod	MLLE-PAM2 inh	TbMetRS inhib	FAS TE block	E coli Lon inh	MT1-MMP act inh	SKN-1 inh
CCOc1cc(/C=N/N=C(N)N)ccc1OCc1ccc(Cl)cc1	-1.0	-1.8	-2.2	-18.2	-0.2	-21.6	6.0	-12.7	7.6
Cc1ccc(C)c(NC(=O)C2CC(O)CN2C(=O)OCc2ccccc2)c1 (stereo unspecified)	1.4	-2.8	-8.6	8.0	-0.8	-1.0	-4.3	1.7	20.8
Cc1c(/C=C/C(=O)c2ccc(C(C)C)cc2)cnn1C	1.9	-9.1	-5.1	15.8	-1.2	2.0	-5.1	-5.4	6.5
CCOC(=O)CCc1c(C)c2ccc(OC3CCCCC3=O)cc2oc1=O (stereo unspecified)	2.1	-1.9	-3.1	7.4	-0.2	-0.3	1.3	-2.2	-8.9
COc1ccc(CCNC(=O)C2CCC(=O)N2CCc2ccccc2)cc1OC (stereo unspecified)	-0.7	-1.5	-0.7	8.8	-0.6	-2.8	-4.9	-3.9	2.2
COc1ccc(NC(=O)CSc2nnc(N)n2CC(=O)Nc2ccc(OC)cc2)cc1	0.1	-3.8	4.1	7.3	-0.4	-2.0	-0.8	-1.6	-5.9
COc1ccc2nc(Cl)c(C=O)c(N3CCOCC3)c2c1	1.7	-1.4	-6.7	6.6	0.0	-7.8	-18.6	-9.7	16.2
Clc1cc(Cl)c(Cl)cc1Cl	-0.6	-8.4	-0.3	5.6	-0.4	1.0	3.9	-3.3	-10.6
CCCCCCCCCCNC(=O)CCn1[nH]c(=O)c2ccccc2c1=O	0.6	-6.4	-0.6	-0.6	-0.6	-3.0	-4.4	0.1	0.4
Cc1ccsc1-c1nc(CN2CCCC2c2ccc(F)cc2)c(C)o1 (stereo unspecified)	-1.0	-3.5	-16.2	8.9	-0.8	-1.8	-0.8	-1.0	0.1
O=C1NC(c2cccc3ccccc23)Nc2ccc(Cl)cc21 (stereo unspecified)	0.2	-0.8	-6.2	4.8	0.1	4.5	-5.7	17.3	16.0
CC1CC1C(=O)N(C)CC(=O)Nc1ccc(Cl)c(C(F)(F)F)c1 (stereo unspecified)	0.0	-2.5	-3.0	5.9	0.4	10.8	3.9	4.1	5.9
Cc1ccc2c(c1)N(CC(=O)NC1CCCc3ccccc31)C(=O)CO2 (stereo unspecified)	1.2	1.5	-6.4	-10.2	-0.8	0.4	4.0	-0.7	-7.0
Cc1cccc(Nc2nc(N)nc(CSc3nccn3C)n2)c1	-0.3	-1.4	6.8	-27.9	-0.3	-5.6	-4.0	1.9	11.8
Cc1cc(C)c(C)c(C(=O)c2ccccc2C(=O)O)c1C	1.0	-3.0	19.1	7.6	-0.2	-2.8	-1.3	-2.3	-4.5

Compounds from the list above that contain fluorine, in the order listed:
SMILES	MsrA inhibitor	MsrA act	NRP1-CendR mod	MLLE-PAM2 inh	TbMetRS inhib	FAS TE block	E coli Lon inh	MT1-MMP act inh	SKN-1 inh
Cc1ccsc1-c1nc(CN2CCCC2c2ccc(F)cc2)c(C)o1 (stereo unspecified)	-1.0	-3.5	-16.2	8.9	-0.8	-1.8	-0.8	-1.0	0.1
CC1CC1C(=O)N(C)CC(=O)Nc1ccc(Cl)c(C(F)(F)F)c1 (stereo unspecified)	0.0	-2.5	-3.0	5.9	0.4	10.8	3.9	4.1	5.9

(more compounds)
SMILES	MsrA inhibitor	MsrA act	NRP1-CendR mod	MLLE-PAM2 inh	TbMetRS inhib	FAS TE block	E coli Lon inh	MT1-MMP act inh	SKN-1 inh
Cc1ccc(S(=O)(=O)NCCNC(=O)c2ccc(C)nc2)cc1	-0.7	-11.5	3.1	-3.4	2.3	-1.4	7.9	3.7	8.2
O=C(Nc1nccs1)c1cc(-c2ccco2)nc2ccccc12	1.1	-4.6	-8.5	-4.4	-0.5	-6.4	-11.6	-1.6	-5.3
CC(=O)c1csc(CS(=O)(=O)c2ccccn2)n1	-0.4	-3.3	-2.0	6.4	-0.3	-8.1	-2.9	0.6	4.1
CCOC(=O)c1ccccc1NC(=O)c1cncc(Br)c1	-0.2	-6.8	-4.0	2.6	-2.2	0.9	-13.0	4.1	-9.7
CSCCCNC(=S)Nc1ccc(N2CCOCC2)cc1N1CCOCC1	-0.9	0.9	4.4	-31.1	1.6	-5.9	-5.5	-0.3	0.2
COc1ccc(NC(=O)CCCCCN2C(=O)c3cccc([N+](=O)[O-])c3C2=O)c(OC)c1	-1.4	-0.7	2.0	14.5	-0.2	4.1	-4.2	-1.1	-3.9
COc1ccc(CNC(=O)CN(C(=O)c2csnn2)c2cnc3ccccc3c2)cc1	-1.1	-4.6	14.9	14.7	1.6	-3.7	1.6	-1.3	-3.2
Cc1cccc(OCc2nnc(SCC(=O)Nc3cc(C)on3)n2C)c1	-1.9	-2.5	11.5	-15.9	0.7	-5.9	-4.2	-4.5	-4.3
COc1ccc(OC)c(NC(=O)Nc2nnc([C@H]3C[C@H](O)[C@@H](CO)O3)s2)c1	-0.6	-2.8	2.8	-18.4	0.0	-5.3	-8.4	-3.5	19.2
CCN(CCC#N)c1ccc(/C=N/Nc2nc(C)cc(=O)[nH]2)c(C)c1	6.0*	-7.2	-4.3	-0.3	-0.7	-16.2	-0.1	-0.4	1.1
O=C(CCn1cnc2ccccc2c1=O)Nc1nc2c(s1)CCCC2	-0.4	-3.3	2.7	6.3	0.1	-6.2	6.5	0.2	19.3
COc1ccc(CNC(=O)C2CC(C)=C(C)CC2C(=O)O)cc1OC (stereo unspecified)	-0.8	-1.9	-3.8	13.7	-1.8	-6.0	0.0	-6.0	-2.1
COc1ccc(S(=O)(=O)N2CCOCC2)cc1C(=O)NCc1ccccc1CN1CCCC1	-0.2	-1.7	11.3	-6.2	-0.1	-10.2	-10.1	-1.8	-22.2
CN(C)c1ccc(CNc2ccccn2)cc1	-0.5	-0.9	0.5	-7.8	-0.5	-0.3	-7.4	2.8	-5.7
CC1=NN(c2ccc(Cl)cc2)C(=O)C1C(c1cccc(O)c1)c1c(C)[nH]n(-c2ccc(Cl)cc2)c1=O (stereo unspecified)	.	-6.6	8.1	26.3	-0.1	32.8	1.4	13.6	2.7
COc1ccc(C(=O)Nc2cnccn2)cc1[N+](=O)[O-]	1.2	-4.6	-1.9	-2.4	-0.4	-1.9	-22.2	0.8	3.9
CC(=O)N1c2ccccc2N(Cc2ccc(C)cc2C)C(=O)C1(C)C	0.5	6.4	7.3	4.6	-0.3	9.9	-4.4	-1.4	1.9
CN(C[C@H](Cc1ccccc1)N(C[C@H](c1ccccc1)N(CCc1ccccc1)N=O)N=O)N=O	0.1	-1.9	8.1	-7.3	-0.1	3.5	3.7	-5.4	4.8
O=C(O)C(=Cc1ccc([N+](=O)[O-])cc1)CCc1ccccc1	2.1	-2.9	-4.2	-1.7	-0.1	-1.5	-6.2	1.2	4.3
O=C1Nc2ccc(Cl)cc2C(=O)C1(F)c1ccccc1 (stereo unspecified)	1.3	-1.4	-0.7	-70.2	0.5	-0.4	-9.9	5.9	2.6
CC(NC(=O)Cn1nc(-c2ccccc2)c2ccccc2c1=O)c1ccccc1 (stereo unspecified)	0.1	-9.3	0.8	-4.0	-0.6	3.8	-8.0	3.6	12.8
CCOC(=O)c1c(C)c(C(=O)NC(C)COC)c(C)n1CC (stereo unspecified)	.	-0.2	3.9	-7.8	-0.3	-8.2	-1.1	4.0	1.9
CCC(Oc1ccccc1)C(=O)Nc1cc(C(F)(F)F)ccc1N1CCOCC1 (stereo unspecified)	0.2	-9.3	4.4	-11.6	-0.7	31.6	6.0	0.1	-3.1
CCN(CC)S(=O)(=O)c1ccc(C(=O)Nc2c3c(nn2C(C)(C)C)CS(=O)(=O)C3)cc1	-1.0	-3.6	1.3	8.4	-1.0	-4.9	-5.7	0.4	-3.6
Cc1cc(C)cc(NC(=O)CSc2nnc(Cn3c(=O)sc4ccccc43)n2C)c1	-0.9	-7.9	-1.3	-13.3	-1.0	0.2	-4.4	1.7	-4.6
Cc1ccc(C)c(N2CCN(CCCNC(=O)CCn3c(=O)c4cccn4c4cccnc43)CC2)c1	0.3	-2.3	-6.3	10.7	0.3	-0.6	-0.4	-3.1	-0.5
O=C(CNCCc1ccccc1)N1CCc2ccccc2C1	-1.0	-2.1	-13.4	-10.7	-0.4	-2.5	-2.9	2.2	8.9
SC(COCc1ccccc1)CN1CCN(Cc2ccc3c(c2)OCO3)CC1 (stereo unspecified)	.	-2.7	4.0	10.8	0.1	-68.0	3.3	2.7	2.6
COC(=O)C(Cc1c[nH]c2ccccc12)NC(=O)c1cccs1 (stereo unspecified)	-0.9	0.5	-0.3	-3.3	-0.3	-4.5	5.9	2.3	17.4
CCN(CC(=O)Nc1ccc2c(c1)OCO2)S(=O)(=O)c1ccccc1	1.7	0.2	3.9	-4.7	-0.6	-2.0	7.9	5.7	-1.6
O=C(OCCC1Oc2cccnc2NC1=O)c1ccc(Cl)cc1 (stereo unspecified)	-0.2	-0.5	-6.2	-13.8	-0.1	2.0	-16.1	0.0	8.4
O=C(COC(=O)/C=C/c1cccs1)Nc1ccc(Cl)cc1F	3.1	-2.8	6.3	-5.7	-0.3	2.3	-0.2	-0.5	-0.1
COCCn1nnnc1C(C(C)C)N1CCN(C(=O)c2ccco2)CC1 (stereo unspecified)	-0.5	-1.5	-0.8	10.4	-0.9	-7.9	-7.4	-3.4	17.3
CCOC(=O)c1ccc(NC(=O)Cn2nnc(-c3ccccc3F)n2)cc1	0.3	-1.9	12.0	13.5	-0.7	11.3	-1.2	2.5	-1.5
CCN1CCN(c2ccc(S(=O)(=O)N3CCCCC3)cc2NC(=O)Cc2ccc(OC)cc2)CC1	-1.1	-1.2	-17.3	1.3	-0.2	-6.6	1.1	4.3	5.3
Cc1c(-c2ccccc2)c(-c2ccc(OCCN(C)C)cc2)n2ccccc12	0.5	-1.6	-57.2	-49.2	-0.4	7.2	-43.6	-6.8	13.3
CCN=C(Nc1ccc(Cl)cc1)c1cccnc1	-0.7	-2.6	2.9	11.4	-0.4	-6.3	-6.6	-1.3	-2.8
O=C(Nc1nnc(-c2ccc3c(c2)OCCO3)o1)c1ccc(Cc2ccccc2)cc1	-1.6	-1.5	-13.7	-1.3	-0.6	-2.6	-2.4	3.6	-4.3
N/C(COc1ncn(-c2ccccc2)n1)=N\S(=O)(=O)c1ccc(Cl)cc1Cl	-0.7	-1.1	0.1	6.1	0.1	6.3	-6.5	-0.2	-7.2
O=C(CCCN1C(=O)S/C(=C\C=C\c2ccccc2)C1=O)Nc1ccc(O)cc1	4.5	-2.8	7.4	-0.8	0.0	3.0	-6.7	-0.4	5.1
Cc1ccc(S(=O)(=O)N2CCC(C(=O)NNC(=O)c3ccccc3O)CC2)cc1	0.1	-0.5	-1.9	4.7	-0.4	-1.5	-0.6	4.3	19.6
CCN(CC(=O)NCc1cccs1)C(=O)c1cccc(S(=O)(=O)N(C)C)c1	-0.3	-0.1	3.0	9.5	-0.1	-2.8	-1.7	1.3	13.8
C/C(=N\NC(=O)CCCC(=O)O)c1c(-c2ccccc2)c2cc(Cl)ccc2[nH]c1=O	0.7	-3.3	5.8	0.5	0.8	-5.9	5.0	5.4	8.8
O=C(COC(=O)c1cc(S(=O)(=O)N2CCOCC2)ccc1Cl)c1ccc[nH]1	-0.5	-3.9	-1.4	-14.6	-0.1	-4.5	-4.0	-2.1	10.6

Not a hit list, and some 4% of all compounds hit somewhere here.
